14-3-3 PPI = modulators of 14-3-3 gamma protein binding, primary screen, biochemical, fluorescence polarization | FP, 14-3-3gamma / TMR-pS259-Raf peptide binding | 160,000 tested, 0.19% active | 14-3-3 protein gamma (Homo sapiens), P61981 | inhibition, % at 40 µM; in the data active means inhibition above about 30%;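 further: 0% = protein plus tracer without compound and 100% = blank with tracer alone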
Target sequence (P61981 whole entry, looked up): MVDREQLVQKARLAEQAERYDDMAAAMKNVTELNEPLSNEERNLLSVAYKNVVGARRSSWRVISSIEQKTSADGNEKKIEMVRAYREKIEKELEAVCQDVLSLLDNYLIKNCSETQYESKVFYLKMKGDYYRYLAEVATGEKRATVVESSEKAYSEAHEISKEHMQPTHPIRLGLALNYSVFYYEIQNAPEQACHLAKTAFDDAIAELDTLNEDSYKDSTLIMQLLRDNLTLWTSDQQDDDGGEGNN
* hit, by the source's call; & = joins results of further samples.

Preview (6 entries):
SMILES | 14-3-3 PPI
CC(=O)Nc1ccc(N2C(=O)CC(NCCc3cccc(F)c3)C2=O)cc1 (stereo not drawn) | -2
COc1ccc(C2CC(=O)C3=C(C2)NC(C)=C(C#N)C3c2ccc(N(C)C)cc2)cc1 (stereo not drawn) | -17
COc1ccc2nc(SCCc3ccccc3)nc(C)c2c1 | -7
Cc1c(N=CC(Br)=Cc2ccccc2)c(=O)n(-c2ccccc2)n1C | -12
Cc1cc(C)nc(Nc2nc(C)c3ccccc3n2)n1 | 1
COC(=O)COc1ccc(S(=O)(=O)Nc2ccc3c(c2)OCCO3)cc1Cl | 3

Results, from the first entry:
SMILES | 14-3-3 PPI
CC(=O)Nc1ccc(N2C(=O)CC(NCCc3cccc(F)c3)C2=O)cc1 (stereo not drawn) | -2
COc1ccc(C2CC(=O)C3=C(C2)NC(C)=C(C#N)C3c2ccc(N(C)C)cc2)cc1 (stereo not drawn) | -17
COc1ccc2nc(SCCc3ccccc3)nc(C)c2c1 | -7
Cc1c(N=CC(Br)=Cc2ccccc2)c(=O)n(-c2ccccc2)n1C | -12
Cc1cc(C)nc(Nc2nc(C)c3ccccc3n2)n1 | 1
COC(=O)COc1ccc(S(=O)(=O)Nc2ccc3c(c2)OCCO3)cc1Cl | 3
CCCCCCNC(=O)C1CC(=O)N(c2ccc(C)c(Cl)c2)C1 (stereo not drawn) | -5
O=C(Nc1ccccc1C(=O)Nc1ccc(F)cc1)c1cccc(S(=O)(=O)N2CCCCC2)c1 | -2
Cc1sc2ncn(CC(=O)N(CC(=O)NC3CCCC3)Cc3cccs3)c(=O)c2c1C | 1
Cn1c(=O)c2cc(S(=O)(=O)Nc3cccc(C(=O)O)c3)ccc2n(C)c1=O | 1
CC(C(=O)Nc1ccc(Cl)cc1)N(c1ccccc1)S(C)(=O)=O (stereo not drawn) | 2
O=C(COc1ncnc2ccccc12)NC(=O)NCc1ccccc1 | -7
COc1cccc(NC(=O)C2CCCN(S(=O)(=O)c3ccc(-n4cnnn4)cc3)C2)c1 (stereo not drawn) | -1
O=C(CCCN1C(=O)c2cccc3cccc(c23)C1=O)N1CCc2ccccc2C1 | -15
CC1(C)NC(=O)N(CC(O)COC2CCCCC2)C1=O (stereo not drawn) | -7&2
Cc1cccc2nc(CNc3ccc(F)cc3)cn12 | -1
CN(CCC#N)c1ncnc2scc(-c3ccccc3)c12 | -10
O=c1c2cc(I)ccc2[nH]c(=S)n1Cc1ccc2c(c1)OCO2 | -7
CC1CCN(C(=O)COC(=O)c2n[nH]c3ccccc23)CC1 | 0
CCN(CC)S(=O)(=O)N1CCC(C(=O)N2CCN(C)CC2)CC1 | 1
COc1ccc(C2Nc3ccccc3C(=O)N2c2ccc(Cl)cc2)cc1COc1ccc(NC(C)=O)cc1 (stereo not drawn) | -32
CCCCNC(=O)c1c(CO)cc(C)[nH]c1=O | -8
O=C(CSc1nnc(-c2cc3ccccc3cc2O)n1Cc1ccco1)c1ccc(F)cc1 | -5
COC(=O)C(CC(C)C)NC(=O)c1cc(OC)c(OC)c(OC)c1 (stereo not drawn) | -7
Cc1ccc2c(C(=O)CN3CCN(C4CCCCC4)CC3)c(C)[nH]c2c1 | -13
Cc1ccc(N=c2oc3ccccc3cc2C(=O)Nc2nccs2)cc1C | -1
CCOC(=O)N1CCN(C(=O)c2cc3sccc3n2C)CC1 | 4
O=C(O)c1cc2nc(C3CC3)cc(C(F)(F)F)n2n1 | -3
C1CCC(n2nnnc2CN2CCN(C3CCCC3)CC2)CC1 | -9
COC(=O)CSc1nc2sc3c(c2c(=O)n1-c1ccc(C)cc1)CC(C(C)C)OC3 (stereo not drawn) | 5
O=C(c1ccco1)N1CCN(C(=O)c2sccc2-c2ccccc2)CC1 | -4
COc1ccc(Br)cc1C1Nc2ccc3ncccc3c2C2=C1C(=O)CCC2 (stereo not drawn) | 5
O=C(O)c1ccccc1NS(=O)(=O)c1ccc2c3c(cccc13)C(=O)N2 | -16
Cc1cc(Oc2ccccc2)nc(Oc2ccc(=O)[nH]n2)n1 | -6
COC(=O)c1cccc(N2C(=O)c3ccccc3S2(=O)=O)c1 | -6
CC1CCN(Cc2cc(Br)c(O)c3ncccc23)CC1 | -15
COc1ccc(Cl)cc1NC(=O)c1c(NCc2cccnc2)sc2c1CCC(C)C2 (stereo not drawn) | -108
Cc1cc(Br)ccc1NC(=O)COc1cccc(C(F)(F)F)c1 | -17
CC(C)OCCCNC(=O)C1CCC(=O)N1C(C)C (stereo not drawn) | -12
O=C1c2cccc3cccc(c23)C(=O)N1c1ccc(I)cc1 | -2
CCc1ccccc1NC(=O)C1CCCN(S(=O)(=O)c2c(C)noc2C)C1 (stereo not drawn) | -5
COc1cc2nc(SCC(=O)NCc3ccco3)n(Cc3ccc(Cl)cc3)c(=O)c2cc1OC | -6
COc1cc(N2C(=O)c3cccc4c([N+](=O)[O-])ccc(c34)C2=O)ccc1-n1nc(C)cc1C | -12
O=C(NCC1COc2ccccc2O1)c1cnc(N2CCN(c3ccccn3)CC2)c2ccccc12 (stereo not drawn) | 0
COc1cccc(C(=O)Nc2ccc3c(c2)C(=O)c2ccccc2C3=O)c1 | -32
CCOC(=O)c1c(NC(=O)c2nn3c(c2Br)NC(c2ccco2)CC3C(F)(F)F)sc2c1CCC(C)C2 (stereo not drawn) | -121
CCC1(C)CC(CCNCc2ccc(F)cc2)(c2ccc(OC)cc2)CCO1 (stereo not drawn) | 2
CSc1ccccc1NC(=O)CN(c1ccccc1)S(=O)(=O)N(C)C | 9
O=[N+]([O-])c1c(NCCO)cc(SCCCc2ccccc2)c2nonc12 | -4
O=C(Nc1cccc(C(F)(F)F)c1)c1ccc(N2CC3CC(C2)c2cccc(=O)n2C3)c(NC(=O)c2ccccc2)c1 (stereo not drawn) | 0

For reference, part of the list above:
SMILES | 14-3-3 PPI
CCc1ccccc1NC(=O)C1CCCN(S(=O)(=O)c2c(C)noc2C)C1 (stereo not drawn) | -5
COc1cc2nc(SCC(=O)NCc3ccco3)n(Cc3ccc(Cl)cc3)c(=O)c2cc1OC | -6

More records follow.
SMILES | 14-3-3 PPI
CC1=C(C(=O)OCC2CCCO2)C(c2ccccc2C)C2=C(CC(C)(C)CC2=O)N1 (stereo not drawn) | 7
O=C(NC1CCCCCCC1)C1c2ccccc2C(=O)N1CCCN1CCCCC1 (stereo not drawn) | -10
CCOC(=O)c1ccc(CN)o1 | -2
C[C@H](O)C(=O)C1=Nc2c(nc(N)[nH]c2=O)NC1 | 1
Cc1[nH]c2ccccc2c1NC(=O)CN1CCN(c2cccc(C(F)(F)F)c2)CC1 | -7
Cc1ccc(-n2nnnc2SCC(=O)N2CCN(C(=O)c3ccco3)CC2)c(C)c1 | -2
O=C(CSc1nc2c(c(=O)n1-c1ccccc1)SCC2)NCCc1ccccc1 | -3
Cc1ccccc1Nc1nc(-c2ccc([N+](=O)[O-])cc2)cs1 | 0
CCCc1cc(=O)oc2c(C)c3occ(-c4ccc(Br)cc4)c3cc12 | 5
Cc1c(C(=O)OC2CCCC2)[nH]c2c1C(=O)CC(c1ccccc1Cl)C2 (stereo not drawn) | -9

Shown as tab-separated lines: 3 of the compounds above
canonical_smiles	14-3-3 PPI
O=C(CSc1nc2c(c(=O)n1-c1ccccc1)SCC2)NCCc1ccccc1	-3
O=C(NC1CCCCCCC1)C1c2ccccc2C(=O)N1CCCN1CCCCC1 (stereo not drawn)	-10
Cc1c(C(=O)OC2CCCC2)[nH]c2c1C(=O)CC(c1ccccc1Cl)C2 (stereo not drawn)	-9

Next section.
SMILES | 14-3-3 PPI
Cc1cc(C)nc(NS(=O)(=O)c2ccc(NC(=O)NC3CCCCC3)cc2)n1 | -7
COc1ccc(N(CC(=O)Nc2ccc(Cl)cc2C)S(=O)(=O)c2ccccc2)c(OC)c1 | -31
O=C1CN(C(=O)C23CC4CC(CC(C4)C2)C3)CC(=O)N1CCc1ccccc1 | -1
CC1CCCCC1NC(=O)c1ccccc1C(=O)O (stereo not drawn) | -1
COc1cccc2c(C)nc(Nc3nc(CSc4nnc(C)s4)cc(=O)[nH]3)nc12 | -3
O=C(c1nn2cc(Br)cnc2c1Br)N1CCOCC1 | 0
COc1ccc(CC(=O)Nc2ccc(-c3nnc(-c4ccccc4)o3)cc2)cc1 | -10
Oc1ccc(-c2nc3ccccc3[nH]2)cc1 | -7
O=[N+]([O-])c1ccc(N2CCN(c3cccc(C(F)(F)F)c3)CC2)s1 | -18
CCN(CC)CCNC(=O)C1c2ccccc2C(=O)N(C)C1c1c[nH]c2ccccc12 (stereo not drawn) | -12
COc1ccccc1-n1cc(-c2ccccc2)c2c(SCC(=O)c3ccccc3)ncnc21 | -5
CN1C(=O)NC(c2ccc(C(F)(F)F)cc2)C2=C1CC(C)(C)CC2=O (stereo not drawn) | 1
CCCC(=O)Nc1cc2nn(-c3ccccc3)nc2cc1C | 4
COc1ccc(OC)c(N=c2oc3c(C)ncc(CO)c3cc2C(=O)Nc2ccccc2F)c1 | -18
CCC(C)NC(=O)c1ccc(N2CC3CC(C2)c2cccc(=O)n2C3)c(NC(=O)c2ccc(Br)o2)c1 (stereo not drawn) | -5
COC(=O)C1CCN(C(c2cccs2)c2sc3nc(C)nn3c2O)CC1 (stereo not drawn) | 3
COc1cc(CN2CCC(C(=O)N3CCN(c4ccccc4F)CC3)CC2)cc(OC)c1OC | 3
O=C(NC1CC2CCCC(C1)N2C(=O)Nc1ccccc1)c1ccncc1 (stereo not drawn) | 4
COc1cc(-c2nn3c(COc4ccccc4)nnc3s2)cc(OC)c1OC | -7
Cc1cccc(NC(=O)CCNS(=O)(=O)c2cccc3nonc23)c1 | -17
O=C(Nc1c2c(nn1-c1ccccc1)CSC2)c1ccc(Br)cc1 | -28
O=C(CC(=O)c1ccccc1)Nc1ccc(C(=O)O)cc1 | -1
CCS(=O)(=O)N1CCCC(C(=O)NCCCOC(C)C)C1 (stereo not drawn) | 1
CCOC(=O)c1cc2sc(C)cc2n1CC(=O)NCCc1ccccc1 | -6
CCOc1cc(S(=O)(=O)Nc2ccc(Cl)cn2)ccc1F | 0
Nc1cc(=O)[nH]n1C1CCN(c2ccccc2)CC1 | -4
COc1cc2nc(C3CC3)n(NC(=O)c3ccc(F)cc3)c(=O)c2cc1OC | 0
CC(=O)OC(C(=O)NCCc1ccccc1)c1cccnc1 (stereo not drawn) | -2
CCOc1ccc(C(=O)NCCCn2ccnc2)cc1 | 1
Cc1ccc(C(=O)Nc2ccc(NC(=O)c3cccs3)cc2)cc1C | -8
CC(=O)Oc1cccc(N2C(=O)CC(Nc3ccc(N4CCOCC4)cc3)C2=O)c1 (stereo not drawn) | -1
O=C1CC(c2nc3ccccc3[nH]2)CN1c1ccccc1 (stereo not drawn) | -1
COC(=O)c1[nH]c(C)c(/C(O)=C2\C(=O)C(=O)N(CCN(C)C)C2c2ccccc2OC)c1C (stereo not drawn) | -7
CN1C(=Cc2cccc[n+]2C)C=Cc2ccccc21 | -20
CCCCn1cc(C(C)(C)C)c(C#N)c1NC(C)=O | 1
COc1ccccc1NC(=O)c1ccn[nH]1 | 5
C=C(C)C1CCC(C)OC1CN1CCOCC1 (stereo not drawn) | -5
CCOC(=O)c1c(C)oc2c1c1c(c3ccccc32)OCN(CCCn2ccnc2)C1 | -5
CCCCN(CC)Cc1c(C)[nH]c2ccc(Cl)cc2c1=O | -2
COc1ccc(Cl)cc1C(=O)NCCN1CCOCC1 | -5
COC(=O)c1ccc(C(=O)Nc2nc3cc(N)c(C)cc3s2)cc1 | -8
CCCOc1ccc(N2C(=O)C3ON(c4ccccc4)C(c4ccc(O)c(OC)c4)C3C2=O)cc1 (stereo not drawn) | -10
COc1ccc(CCn2c(C)ccc2C)cc1OC | -55
O=C(Nc1ccc(-c2nc3ccccc3o2)c(O)c1)c1ccc(Br)cc1 | -89
Cc1ccc(-c2cc(C(=O)N(C)Cc3cnn(C)c3C)c3ccccc3n2)cc1C | -7
O=C1C=C(Nc2cccc(Cl)c2)CC(c2ccccc2)C1 (stereo not drawn) | -5
Cc1ccc(-c2ccc3ccccc3n2)cc1C | 0
CCOc1ccc(-n2c(SCC(=O)Nc3ccc(C)cc3)nc3c([nH]c4ccccc43)c2=O)cc1 | 4
Cc1ccc2c(c1)C(c1ccccc1)N(C(=O)C1CCCCC1)CC(=O)N2 (stereo not drawn) | -3
CCOc1ccc(N/C(N)=N/c2nc(C)cc(=O)[nH]2)cc1 | -4
Next part:
SMILES | 14-3-3 PPI
Nc1ccc(Oc2ccc3c(c2)C(=O)N(Cc2cccnc2)C3=O)cc1 | 4
COc1ccc(NC(=O)c2ccc3c(c2)C(=O)N(Cc2cccnc2)C3=O)cc1 | 2
CC(C)=CCC/C(C)=C/CCC(C)NCCN1CCNCC1 (stereo not drawn) | -5
O=C(NCCNCCO)c1c(O)c2cccc3c2n(c1=O)CC3 | -4
O=C(CSc1nc2ccsc2c(=O)n1C1CCCCC1)NCC1CCCO1 (stereo not drawn) | -3
Cc1ccc(-n2c(=O)[nH]c3cc(C(=O)NCCSCc4ccccc4)ccc3c2=O)cc1 | 1
O=C(CCCCCC(=O)N(CCO)CCO)N(CCO)CCO | -1
CCOc1ccc(-n2c(=O)c3c4c(sc3n(CC(=O)NCC3CCCO3)c2=O)CCCC4)cc1 (stereo not drawn) | -4
O=C(Nc1cccc(C(F)(F)F)c1)c1ccc(Br)c([N+](=O)[O-])c1 | 73*

An excerpt (hit frequency here may not be typical).
